Source: PubChem BioAssay
CHRM4 agonist = CHRM4 agonism in calcium assay; P08173; CHO-K1 hM4/Gqi5, Fluo-8 calcium fluorescence; vehicle 0%, full acetylcholine response 100%; activation, % at 3 µM; actives 0.14% (n = 360,000); AID 624127;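 active = activation above the run mean over all test wells plus 3 SD, cut at about 32% in these data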;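 also: peak over basal fluorescence ratio per well then scaled between controls; 0% = DMSO wells and 100% = acetylcholine at EC100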
Target sequence (P08173 whole entry, looked up): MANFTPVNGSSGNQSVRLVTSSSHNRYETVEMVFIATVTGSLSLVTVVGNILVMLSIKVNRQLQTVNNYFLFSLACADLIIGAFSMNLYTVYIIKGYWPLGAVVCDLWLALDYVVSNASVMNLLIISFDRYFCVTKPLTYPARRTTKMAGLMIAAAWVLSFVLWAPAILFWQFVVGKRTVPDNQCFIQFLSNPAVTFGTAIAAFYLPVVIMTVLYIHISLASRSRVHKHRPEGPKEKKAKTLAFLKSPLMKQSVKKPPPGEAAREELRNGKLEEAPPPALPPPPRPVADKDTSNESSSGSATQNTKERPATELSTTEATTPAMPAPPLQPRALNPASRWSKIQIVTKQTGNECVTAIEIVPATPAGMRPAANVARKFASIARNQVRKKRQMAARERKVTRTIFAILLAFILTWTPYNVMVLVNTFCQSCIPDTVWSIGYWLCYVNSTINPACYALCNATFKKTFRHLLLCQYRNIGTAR
CHRM1 agonist = agonists of human M1 muscarinic receptor | activation, % at 3 µM | CHO-K1 hM1, Fluo-8 calcium fluorescence, agonist mode; 0% DMSO, 100% acetylcholine EC100 | P11229 | actives 0.33% (n = 360,000) | AID 588814;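 active = activation above the run's mean compound activation plus 3 SD, cut at about 16% in these data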;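 also: peak over basal fluorescence ratio within a 140 s kinetic read after compound addition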
M5 antag = antagonists of human muscarinic M5 receptor (CHRM5) | P08912 | CHO-hM5 cells, Fluo-8 calcium fluorescence, ACh EC80 | inhibition, % at 3 µM | actives 0.59% (n = 360,000) | AID 624040;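 active = inhibition above a per-plate cutoff, the mean of that plate's test compounds plus 3 SD, cut at about 27% in these data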;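 also: 0% = acetylcholine EC80 with DMSO and 100% = DMSO without agonist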
Target sequence (P08912 whole entry, looked up): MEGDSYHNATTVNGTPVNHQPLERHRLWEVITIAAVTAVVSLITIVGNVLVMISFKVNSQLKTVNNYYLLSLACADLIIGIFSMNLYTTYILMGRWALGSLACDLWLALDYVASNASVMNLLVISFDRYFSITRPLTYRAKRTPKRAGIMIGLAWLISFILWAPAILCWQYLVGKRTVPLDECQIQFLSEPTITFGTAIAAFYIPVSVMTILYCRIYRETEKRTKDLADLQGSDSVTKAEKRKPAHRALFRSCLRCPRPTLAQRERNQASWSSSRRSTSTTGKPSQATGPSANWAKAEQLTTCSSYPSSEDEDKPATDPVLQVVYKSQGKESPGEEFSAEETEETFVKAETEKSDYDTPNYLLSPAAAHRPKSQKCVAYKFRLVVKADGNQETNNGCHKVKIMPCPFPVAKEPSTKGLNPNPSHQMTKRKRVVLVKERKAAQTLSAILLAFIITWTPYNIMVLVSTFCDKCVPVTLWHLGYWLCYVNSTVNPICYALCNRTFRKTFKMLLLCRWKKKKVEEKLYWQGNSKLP
CHRM4 antagonist = blocks acetylcholine activation of human M4 receptor. P08173. CHO-hM4 cells, ACh EC80, Fluo-8 calcium fluorescence. inhibition, % at 3 µM. actives 0.73% (n = 360,000);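 active = inhibition above its plate's cutoff, the mean inhibition of sample wells plus 3 SD, cut at about 27% in these data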;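 also: 0% = acetylcholine EC80 with DMSO and 100% = DMSO without agonist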
TAAR1 ag = agonists of human TAAR1; actives 0.99% (n = 360,000); Q96RJ0; activation, % at 3 µM; CHO RD-HGA16 TAAR1, Fluo-8 calcium fluorescence; vehicle wells 0%, saturating PEA agonist 100%;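 active = activation above the mean activation of all test compounds in the run plus 3 SD, cut at about 38% in these data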
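Assay system – CHO-derived RD-HGA16 cells with stable Gα16 and human TAAR1 · Compound dosing – one-point dosing at 3 µM (nominal) · Incubation – 17-24 h seeding, 75 min 37 °C dye, 30 min RT · Measured by – kinetic Fluo-8 calcium fluorescence · Control set – DMSO vehicle as 0%, PEA at EC100 as 100% · Repeats – single well for each compound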
CHRM5 PAM = CHRM5 positive allosteric modulation; P08912; CHO-K1 hM5, Fluo-8 calcium, ACh EC20 PAM; 0% = ACh EC20, 100% = ACh EC100; activation, % at 3 µM; actives 0.3% (n = 360,000); AID 624038;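 active = activation above the run cutoff, the mean activation of all test compounds plus 3 SD, cut at about 18% in these data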
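Replicates: One well per compound, no replicates | System: Human M5 receptor in CHO-K1 cells | Benchmarks: Low control EC20 acetylcholine (0%), high control EC100 acetylcholine (100%) | Probe or stimulus: Acetylcholine, EC20 level | Times: Fluo-8 loading 80 min at 37 °C plus 30 min room temperature | Signal: Intracellular calcium via Fluo-8 fluorescence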
M1 PAM = positive allosteric modulators of human M1 muscarinic receptor. CHO-K1 hM1, Fluo-8 calcium fluorescence, ACh EC20; 0% = ACh EC20, 100% = maximal ACh. P11229. activation, % at 3 µM. actives 0.088% (n = 360,000). AID 588819; in the data active = activation above about 19%, passing the limit was not always enough
M5 ag = agonists of human muscarinic M5 receptor (CHRM5); P08912; CHO-K1 hM5 cells, Fluo-8 calcium fluorescence; 0% DMSO wells, 100% maximal acetylcholine response; activation, % at 3 µM; actives 0.19% (n = 360,000); AID 624037;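 active = activation above the run's mean over test compounds plus 3 SD, cut at about 23% in these data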;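 also: signal is peak over basal fluorescence ratio across the kinetic read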
CHRM1 antagonist = human CHRM1 antagonism; P11229; CHO-K1 hM1, Fluo-8 calcium fluorescence, ACh EC80 antagonist; actives 1.3% (n = 360,000); inhibition, % at 3 µM; AID 588852;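 active = percent inhibition above its own plate's cutoff, namely the mean of that plate's compound wells plus 3 SD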;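 also: peak over basal fluorescence ratio during 140 s after agonist addition; 0% = ACh EC80 plus DMSO and 100% = DMSO alone without agonist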
The depositor's hits bear a star; . = not tested or not shown.

SMILES | CHRM4 agonist | CHRM1 agonist | M5 antag | CHRM4 antagonist | TAAR1 ag | CHRM5 PAM | M1 PAM | M5 ag | CHRM1 antagonist
COc1ccc([C@H]2CC(=O)C=C(c3ccc(OC)cc3OC)C2)cc1 | 1 | -2 | 7 | 8 | 8 | 0 | 6 | -6 | -1
COn1c(SCC(=O)N(C)C)nc2ccccc2c1=O | 0 | -4 | 0 | 8 | 11 | -2 | 2 | -1 | -5
COc1ccc(S(=O)(=O)N2CCCCCC2)cc1C(=O)N1CCN(c2ccc(F)cc2)CC1 | 9 | 2 | 7 | 1 | 7 | -7 | -1 | 0 | 9
CCCCCCN1C[C@@H](n2cc(-c3ccc(F)cc3)nn2)[C@H](O)C[C@@H]1c1ccc(OC)cc1 | -2 | -4 | 14 | -9 | 0 | -7 | -9 | -1 | 12
CCCCn1nnnc1C(c1ccnc2ccccc12)N1CCN(C/C=C/c2ccccc2)CC1 (stereo unspecified) | 1 | -6 | 37* | 23 | 2 | -22 | -27 | -8 | 80*
Cc1cnc(Sc2ncccc2[N+](=O)[O-])nc1 | 0 | -3 | 3 | 3 | 9 | -4 | 2 | -2 | 1
Cc1ccc(SCC(=O)Nc2ccccc2N2CCOCC2)cc1 | 2 | -6 | -1 | 6 | -3 | 3 | -1 | -4 | 1
O=C(Nc1nnc(Cc2ccc([N+](=O)[O-])cc2)s1)c1ccc2c(c1)OCO2 | 2 | -1 | 9 | 8 | 5 | -12 | 0 | 3 | -1
N#C/C(=C\c1ccc(O)c(O)c1)C(=O)NCc1ccccc1 | 2 | 1 | 1 | -9 | 5 | -5 | 2 | 2 | -30
Cn1cccc1C(=O)c1ccc(Cl)cc1Cl | -1 | -5 | 4 | -7 | 6 | -3 | 9 | -3 | -15

A second format for some results above.
Fields – CHRM4 agonist	CHRM1 agonist	M5 antag	CHRM4 antagonist	TAAR1 ag	CHRM5 PAM	M1 PAM	M5 ag	CHRM1 antagonist
- CCCCCCN1C[C@@H](n2cc(-c3ccc(F)cc3)nn2)[C@H](O)C[C@@H]1c1ccc(OC)cc1
    -2	-4	14	-9	0	-7	-9	-1	12
- COc1ccc(S(=O)(=O)N2CCCCCC2)cc1C(=O)N1CCN(c2ccc(F)cc2)CC1
    9	2	7	1	7	-7	-1	0	9
- Cc1ccc(SCC(=O)Nc2ccccc2N2CCOCC2)cc1
    2	-6	-1	6	-3	3	-1	-4	1
- COc1ccc([C@H]2CC(=O)C=C(c3ccc(OC)cc3OC)C2)cc1
    1	-2	7	8	8	0	6	-6	-1

The list goes on:
SMILES | CHRM4 agonist | CHRM1 agonist | M5 antag | CHRM4 antagonist | TAAR1 ag | CHRM5 PAM | M1 PAM | M5 ag | CHRM1 antagonist
Cn1nnnc1SCC(=O)N1N=C(c2ccc(Cl)cc2)CC1c1ccco1 (stereo unspecified) | 3 | -7 | 5 | 5 | -1 | 0 | 6 | -2 | -9
C=CCc1ccc(OCC(O)CN2CCN(c3ccccc3OC)CC2)c(OC)c1 (stereo unspecified) | 7 | -8 | 2 | -3 | 1 | -5 | 3 | -3 | -9
COc1ccc(-c2nnc(SCC(=O)NC3CC3)o2)cc1 | 2 | -5 | -4 | 2 | 5 | 7 | 7 | -1 | -6
COc1ccc(-n2nc(C(=O)NCC(=O)N3CCN(Cc4ccccc4)CC3)c3ccccc3c2=O)c(OC)c1 | 6 | -1 | 2 | -11 | 2 | 2 | -5 | 0 | 17
COc1cccc(-c2csc(N3CCN(CC(=O)Nc4ccc5c(c4)OCO5)CC3)n2)c1 | 3 | -2 | 20 | -1 | 19 | -12 | 0 | -4 | -1
COc1cccc(-c2nc3nc(C)cc(C)n3c2NCc2ccccc2)c1 | -1 | . | 4 | -9 | 3 | 5 | . | -2 | .
O=C(c1ccc(F)cc1)N1CCC(n2nnc3ccccc32)CC1 | 2 | -7 | 8 | -4 | 3 | 1 | 5 | 2 | -1
O=C(OCc1csc(Nc2ccccc2)n1)c1ccc(Cl)cc1 | 0 | -10 | -7 | 0 | -1 | -5 | -2 | -4 | 1
CCOc1ccc(N(CC(=O)Nc2c(C)n(C)n(-c3ccccc3)c2=O)S(=O)(=O)c2ccccc2)cc1 | 1 | -14 | 4 | -9 | 9 | 15 | 16 | -4 | -11
Nc1c(C(=O)c2ccccc2)sc2snc(SCC(=O)c3ccccc3)c12 | 2 | 2 | 11 | 6 | 21 | -3 | 5 | -3 | 4
CC(=O)Nc1ccc(S(=O)(=O)N(CC(=O)NC2CC2)Cc2ccccc2)cc1 | 2 | -5 | -4 | -7 | 10 | 9 | 17 | 4 | -14
C=C(C)COc1ccc(-c2ncncc2-c2ccc(Cl)cc2)c(O)c1 | -1 | -7 | -4 | 3 | 11 | 2 | -4 | -8 | -1
O=C(O)CCC(=O)N1CCc2c([nH]c3ccccc23)C1C(F)(F)F (stereo unspecified) | 0 | -2 | 11 | 5 | -1 | -4 | 7 | -3 | -3
CCN(CC)CCN(C(=O)c1ccc2ccccc2c1)c1nc2ccc(OC)cc2s1 | 0 | -6 | 10 | 0 | -1 | -3 | 4 | -8 | -1
COC(=O)C1=C(N)Oc2cc(C)n(C)c(=O)c2C1c1ccc(Cl)cc1 (stereo unspecified) | 0 | -2 | -2 | -1 | 5 | 8 | 3 | -5 | -7
Cc1cccc(-c2n[nH]nc2C2=CC(=O)CC(C)(C)C2)c1 | 0 | -2 | 6 | -8 | 0 | 1 | 10 | 3 | -14
CC1CN(Cc2ccccc2)c2nc3c(c(=O)[nH]c(=O)n3C)n2C1 (stereo unspecified) | -1 | -6 | -11 | -13 | -3 | 7 | 6 | -4 | -4
Cc1ccc(NC(=O)CSc2nncn2-c2ccccn2)cc1Cl | 1 | -2 | 4 | -2 | 0 | 1 | 0 | -1 | 0
CCOC(=O)N1CCN(C(=O)c2cn(C)c3ccc(S(=O)(=O)N4CCCC4)cc3c2=O)CC1 | -3 | -4 | -5 | 59* | 10 | 1 | 7 | -2 | 3
S=c1[nH]nc(COc2ccc(Cl)cc2Cl)n1-c1ccccc1 | 4 | 3 | -4 | -2 | 6 | -2 | 19 | 8 | -20
CC(=O)CSc1nc2nccnc2[nH]1 | 0 | -1 | -4 | 0 | 0 | -3 | 5 | 1 | -13
COc1ccc(OC)c(/C=C/C(=O)OCC(=O)NCc2ccco2)c1 | 0 | -3 | 0 | 4 | 5 | 3 | 15 | 1 | -14
Cc1nn(C)c(C(=O)N2CCc3ccccc32)c1Br | 2 | -3 | 1 | -15 | 2 | 2 | 4 | -6 | -9
CCc1c(C)[nH]c2c(C)cccc2c1=O | 0 | -2 | -4 | 6 | -3 | -1 | 8 | 2 | -5
COc1ccc(NCc2nnc(SCC(=O)Nc3ccccc3OC)o2)cc1 | 0 | -4 | 3 | 12 | 17 | -2 | 6 | -1 | -13
Cc1cc(NC(=O)CCCN2C(=O)/C(=C/c3ccccc3Cl)SC2=S)no1 | 0 | -1 | 7 | 3 | 0 | -2 | -5 | -1 | 12
CC(=O)Nc1ccc2[nH]c(C)cc(=O)c2c1 | 0 | -3 | 0 | 10 | 3 | 2 | 1 | -3 | -3
CC[C@]1(C(=O)OC)[C@H]2C(=O)N(Cc3ccccc3)C(=O)[C@H]2[C@H]2CN=C(SC)N21 | 2 | -5 | 6 | -15 | 1 | -3 | 9 | -1 | -15
CCc1ccc(-c2n[nH]c(=O)c3ccccc23)cc1 | 0 | -5 | 19 | 2 | 1 | -5 | 0 | -3 | -2
COc1cccc(C(C#N)N2CCCCC2)c1O (stereo unspecified) | 1 | -3 | 1 | 2 | 1 | 5 | 11 | -1 | -11
COc1ccc(S(=O)(=O)N(C)C[C@H]2Oc3ncc(C#CC4(O)CCCC4)cc3C(=O)N([C@@H](C)CO)C[C@@H]2C)cc1 | -1 | -7 | 3 | -6 | -2 | -2 | 4 | -3 | -10
C/C(CC(=O)N(C(C)C)C(C)C)=N\NC(=O)c1ccccc1Br | 2 | -7 | -6 | -19 | 2 | 2 | 3 | -5 | -7
CC(C)(C)N(C(=O)Cn1nnc(-c2ccc(F)cc2)n1)C(C(=O)NC1CCCC1)c1ccncc1 (stereo unspecified) | 1 | -3 | -4 | -5 | 0 | -3 | 8 | -2 | -16
COc1ccc(/C=C\c2onc(C)c2S(=O)(=O)N2CCC(C(=O)NCCC(C)C)CC2)cc1 | 6 | -1 | 2 | -11 | 0 | -4 | 2 | 0 | -12
O=C(NCC1CCCO1)Nc1cc(Cl)cc(Cl)c1 (stereo unspecified) | 4 | 1 | -7 | -4 | 7 | 3 | 6 | 5 | 6
O=C(CCNS(=O)(=O)c1cccc(C(F)(F)F)c1)NCc1ccco1 | 1 | 0 | -2 | -6 | -4 | 6 | 7 | 3 | -7
COc1cc2c(cc1OC)CN(Cc1cccs1)CC2 | 0 | -6 | 1 | -2 | 3 | 0 | 7 | -3 | -7
O=C(c1ccncc1)N1CCN(C2CCCCC2)CC1 | 0 | -10 | -8 | 0 | 12 | -8 | 11 | 0 | -8
CCCn1c(SCC(=O)Nc2cccc(S(=O)(=O)N3CCCC3)c2)n[nH]c1=O | 0 | -7 | -4 | 4 | 4 | 5 | 0 | -5 | -2
CCOC(=O)c1c(C2CCN(C(=O)OCC)CC2)nc2ccccn12 | 2 | -2 | 0 | -2 | 0 | -1 | 14 | 2 | -20

Some of these compounds in order of their number in M5 ag, low to high:
Molecule,M5 ag
C/C(CC(=O)N(C(C)C)C(C)C)=N\NC(=O)c1ccccc1Br,-5
COc1cc2c(cc1OC)CN(Cc1cccs1)CC2,-3
CC(C)(C)N(C(=O)Cn1nnc(-c2ccc(F)cc2)n1)C(C(=O)NC1CCCC1)c1ccncc1 (stereo unspecified),-2
COc1ccc(/C=C\c2onc(C)c2S(=O)(=O)N2CCC(C(=O)NCCC(C)C)CC2)cc1,0
CCOC(=O)c1c(C2CCN(C(=O)OCC)CC2)nc2ccccn12,2
O=C(CCNS(=O)(=O)c1cccc(C(F)(F)F)c1)NCc1ccco1,3
O=C(NCC1CCCO1)Nc1cc(Cl)cc(Cl)c1 (stereo unspecified),5

The list is partial; the hit share may differ from the screen's.
